Screening results as filed in PubChem.
SUMO1 PPI mod: alters human SUMO1 binding to SIM partners; P63165; SUMO1 binding to a labelled peptide, TR-FRET, 1 h; inhibition, % at 20 µM; hit rate 0.33% among 360,000; AID 602429; in the data active means inhibition above about 37%
NadD inh: inhibitors of Staphylococcus aureus NadD; purified NadD enzyme, colorimetric absorbance read-out; inhibition, % at 20 µM; hit rate 0.78% among 360,000; AID 602399; in the data active means inhibition above about 26%; further: some compounds past the cut are filed as inactive
Rpn11 block: Rpn11 (human) deubiquitinase inhibition. O00487. hit rate 0.59% among 360,000. human 26S proteasome, Ub4-pepOG fluorescence polarization; 20S core pre-blocked with epoxomicin. calls only at 20 µM;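 active means inhibition at 20 µM, scaled to each plate's controls, above about 33%, limit read from the data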
Target sequence (O00487 whole entry, looked up): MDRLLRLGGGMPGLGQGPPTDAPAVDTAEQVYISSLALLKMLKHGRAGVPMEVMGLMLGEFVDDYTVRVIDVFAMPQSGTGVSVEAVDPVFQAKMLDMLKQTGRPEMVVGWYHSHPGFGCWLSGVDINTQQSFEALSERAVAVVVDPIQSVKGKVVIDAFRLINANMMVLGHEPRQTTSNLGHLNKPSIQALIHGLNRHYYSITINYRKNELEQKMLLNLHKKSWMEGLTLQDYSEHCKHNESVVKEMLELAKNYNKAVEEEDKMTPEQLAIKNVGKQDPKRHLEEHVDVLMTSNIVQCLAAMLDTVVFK
DNMT1 inh: DNMT1 (human) enzyme inhibition; DNMT1 molecular beacon, Hinp1I cleavage, fluorescence; inhibition (reported as % activation of signal), % at 10 µM; hit rate 0.83% among 360,000; AID 588458; in the data active means inhibition above about 50%
MT1-MMP act inh: blocks activation of human MT1-MMP. P50281. HT1080 RFP-PRO-GFP cells, GFP/RFP ratio fluorescence, overnight; percent of plate control window, DMSO zero. GFP/RFP ratio change, % at 20 µM. hit rate 0.061% among 360,000. AID 651647;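 active means GFP/RFP ratio change of at least 30% with cell ATP level not reduced by more than half and red fluorescence within 50% of control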; further: strong numbers were not always called active
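Material – HT1080 RFP-PRO-GFP cells · Control set – DMSO wells and RFP-L50D-GFP cells · Incubation – overnight cell settling, then overnight compound exposure, 37 °C, 5% CO2 · Compound dosing – single-point 20 µM compound, 1% DMSO · Read-out – GFP/RFP fluorescence ratio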
SKN-1 block: inhibitors of C. elegans SKN-1 | hit rate 0.49% among 360,000 | C. elegans VP596 Pgst-4::GFP/RFP ratio, acrylamide-induced, 24 h | inhibition, % at 21.8 µM;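 active means interference check ratio from 0.5 to 1.5 plus GFP to RFP signal ratio inhibition reaching or exceeding a fixed threshold, cut at about 30% in these data, passing the limit was not always enough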; further: some compounds called inactive have numbers as strong as hits
LMPTP inh: LMPTP (human) inhibition. hit rate 0.22% among 360,000. P24666. inhibition, % at 20 µM. recombinant LMPTP-A, OMFP fluorogenic substrate, fluorescence intensity;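 active means compounds that cut the enzyme signal by at least half of the control window in the single-dose screen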;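 further: plate controls were DMSO wells with enzyme plus substrate for no effect and substrate without enzyme for full effect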
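Assay system: LMPTP-A enzyme. Input: 0.625 nM LMPTP-A final. Probe or stimulus: 400 µM OMFP. Compound dosing: single 20 µM dose. Schedule: 50 min dark incubation at room temperature. Detection: fluorescence intensity of OMFP turnover product. Read-out: percent inhibition versus substrate-only and uninhibited controls. Benchmarks: no-enzyme low control, uninhibited high control.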
STEP inh: inhibitors of human striatal-enriched phosphatase STEP; P54829; recombinant STEP, OMFP fluorogenic substrate, fluorescence; hit rate 0.25% among 360,000; AID 588621; inhibition, % at 20 µM;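 active means inhibition at 20 µM, scaled per plate between control wells, above about 37%, limit read from the data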;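 further: 0% = DMSO with enzyme and substrate and 100% = substrate only without enzyme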
Target sequence (P54829 whole entry, looked up): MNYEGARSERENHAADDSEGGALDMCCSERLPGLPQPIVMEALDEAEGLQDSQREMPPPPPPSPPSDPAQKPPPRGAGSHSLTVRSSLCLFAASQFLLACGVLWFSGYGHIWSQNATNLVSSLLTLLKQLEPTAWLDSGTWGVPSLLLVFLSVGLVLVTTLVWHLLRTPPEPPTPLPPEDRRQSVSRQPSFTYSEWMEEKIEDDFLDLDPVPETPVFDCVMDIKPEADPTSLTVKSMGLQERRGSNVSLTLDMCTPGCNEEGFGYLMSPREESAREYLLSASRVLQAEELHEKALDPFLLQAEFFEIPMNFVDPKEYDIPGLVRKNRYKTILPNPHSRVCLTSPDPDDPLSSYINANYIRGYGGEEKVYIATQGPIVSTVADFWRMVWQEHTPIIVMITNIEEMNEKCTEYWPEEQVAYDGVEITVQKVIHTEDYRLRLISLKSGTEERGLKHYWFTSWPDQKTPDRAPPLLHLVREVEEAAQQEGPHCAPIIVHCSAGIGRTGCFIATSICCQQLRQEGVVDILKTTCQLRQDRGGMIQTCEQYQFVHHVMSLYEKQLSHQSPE
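Also added – OMFP at 25 µM · Test system – STEP tyrosine phosphatase · Technique – FITC-channel fluorescence of OMFP product · Schedule – 20 min at room temperature, dark · Evaluation – control-normalized % inhibition with plate pattern correction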
NRP1-CendR mod: NRP-1/CendR interaction modulation | O14786 | FAM-RPARPAR peptide binding to NRP-1, fluorescence polarization | inhibition, % at 25 µM | hit rate 0.85% among 360,000 | AID 602438;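 active means inhibition or corrected inhibition above about 18%, plus a signal ratio from 0.5 to 1.5, limit read from the data, passing the limit was not always enough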; further: strong numbers were not always called active
Scp1 inh: blocks human Scp-1 phosphatase activity; Q9GZU7; Recombinant Scp1, phosphopeptide, malachite green phosphate absorbance; inhibition, % at 20 µM; hit rate 0.88% among 340,000; AID 493091;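 active means inhibition above about 50% at 20 µM, limit read from the data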;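 further: plate controls were DMSO wells with enzyme for no effect and wells lacking enzyme for full effect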
Target sequence (Q9GZU7 76-261 limits assumed): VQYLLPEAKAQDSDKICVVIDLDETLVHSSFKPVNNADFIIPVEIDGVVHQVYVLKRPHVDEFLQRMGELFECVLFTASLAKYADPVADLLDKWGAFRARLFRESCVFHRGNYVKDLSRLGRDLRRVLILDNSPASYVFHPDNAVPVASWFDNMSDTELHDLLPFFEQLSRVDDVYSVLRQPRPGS
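Times: enzyme reaction 45 min at room temperature, colour 5 min, stabilisation 30 min. Material: SCP-1 catalytic fragment, aa 76-261. Medium: Acidic Tris acetate buffer with magnesium and detergent. Signal: colorimetric free-phosphate detection, absorbance 630 nm. Read-out basis: % inhibition of SCP-1 phosphate liberation. Reagent: Phosphorylated 17-residue peptide substrate.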
* = called active by the depositor; i = inactive; / = not tested or not shown.

SMILES	MT1-MMP act inh	NRP1-CendR mod	Scp1 inh	SUMO1 PPI mod	DNMT1 inh	LMPTP inh	NadD inh	SKN-1 block	Rpn11 block	STEP inh
Cc1nc2ccc(N)cc2s1	0	4	-9	3	-7	-0.9	-1	8	i	0
CC1(C)CC2(CCO1)OC(=O)CC2C(=O)NCCc1ccccc1 (stereo not drawn)	3	8	3	-1	4	0.0	-3	5	i	1
Cn1c(SCCN2CCCCC2)nnc1-c1ccccc1Br	0	2	-8	-1	6	-2.6	-2	14	i	-8
COc1cc(C(=O)NCCCNC(=O)c2cc(OC)c(OC)c(OC)c2)cc(OC)c1OC	1	18	-2	-4	4	-0.4	-8	-2	i	-1
CCOC(=O)c1c(SCC(=O)Nc2nccs2)nc(C)c(C)c1C	0	2	-2	1	0	0.3	-6	13	i	0
CN(C)c1ccc(-c2nnn(CC(=O)Nc3ccc4c(c3)OCCO4)n2)cc1	2	-2	4	-1	6	-0.1	3	8	i	0
O=C(CSc1nc2ccccc2c(=O)n1CC1CCCO1)Nc1ccc(F)cc1 (stereo not drawn)	2	-4	-12	2	3	0.4	-7	3	i	2
CCCc1cc(=O)[nH]c(SCC(=O)NC)n1	2	12	-1	-3	4	-3.2	-4	4	i	2
CC(C)N1CCC(N2CCN(Cc3cccc4nonc34)CC2CCO)CC1 (stereo not drawn)	-1	-2	-11	-13	4	1.5	1	-4	i	1
O=C(NNC(=O)c1csc(-c2cccnc2)n1)Nc1ccc(Cl)cc1	0	-2	-2	6	0	-0.6	-4	-5	i	0
O=C(c1ncn(Cc2ccccc2)c1C(=O)N1CCc2ccccc2C1)N1CCc2ccccc2C1	-4	30*	4	13	-8	-1.5	7	-11	i	1
CCOc1cccc2sc(NN)nc12	-2	5	-14	18	-15	-0.1	10	2	i	-1
O=[N+]([O-])c1ccc(S(=O)(=O)CC2CSc3nc4ccccc4n32)cc1 (stereo not drawn)	/	1	3	-27	1	-0.1	4	-6	i	-1
COc1ccccc1C(=O)NNC(=O)CCN1C(=O)/C(=C\c2ccccc2)SC1=S	1	16	-12	-1	8	0.2	0	-4	i	-1
COc1ccc(N2CCN(C(=O)C3CCCO3)CC2)cc1 (stereo not drawn)	8	-3	-6	-1	4	-0.3	-7	0	i	-4
O=C(NC1CCN(Cc2ccccc2)CC1)c1cc(Br)c(Br)[nH]1	4	-5	-5	0	-2	2.8	-3	0	i	-1
CCCn1c(SCC(=O)NCC)nc2sc3c(c2c1=O)CCC3	1	7	-1	-1	1	0.0	4	13	i	2
Cc1ccccc1Nc1nc(N)nc(CSc2nnc3ccccn23)n1	0	-2	1	0	0	-3.0	-5	-10	i	-4
O=C(NC1CCCC1)C(c1ccsc1)N(Cc1ccco1)C(=O)Cc1cccs1 (stereo not drawn)	-4	-4	0	-3	4	-0.3	-4	-10	i	0
O=C(CSc1nnc(-c2cccnc2)s1)Nc1ccccc1	3	0	-4	0	3	-0.5	-5	22	i	0
Cc1cc(C(=O)NNS(=O)(=O)c2ccc(F)cc2)nn1C(C)(C)C	-3	7	-8	3	-8	-1.1	-2	7	i	2
CCOc1cccc2cc(C(N)=O)c(=N)oc12	-2	4	-4	-6	-3	0.0	-3	27	i	1
CC(C)(C)OC(=O)[C@H](Cc1ccccc1)NC(=O)c1nc[nH]c1C(=O)NCCCCCN	5	1	4	-5	3	-1.3	-1	3	i	-1
COCCCNC(=S)N1CCN(c2nc3ccccc3s2)CC1	1	8	-8	0	-6	0.0	-9	0	i	3
CCN(C(=O)CSc1nc2ccccc2c(=O)n1-c1cccc(C)c1)C1CCS(=O)(=O)C1 (stereo not drawn)	-2	-3	-2	4	0	-0.5	2	8	i	-1
CCn1c(SCC(=O)c2ccc(F)cc2)nnc1-c1ccoc1C	10	-2	-3	1	1	-0.3	1	-2	i	-1
CC(=O)Nc1cccc(NC(=O)C(C)N2c3cccc4cccc(c34)S2(=O)=O)c1 (stereo not drawn)	-2	1	0	-12	-6	0.1	-3	5	i	-3
C=CC[N+]1(CC#Cc2ccccc2)CCCC1	3	5	-3	2	-1	0.5	-3	-1	i	2
Cc1ccc(S(=O)(=O)NCC(C)NC(=O)CN2CCOCC2)cc1 (stereo not drawn)	3	-2	-4	10	2	-0.4	-2	20	i	-1
Cc1ccc(S(=O)(=O)NC(=O)C2(C)CCN2C(=O)CC2CCCC2)nc1 (stereo not drawn)	3	3	/	-2	1	-1.9	-5	18	i	-4
CC(=O)c1ccc(NC(=O)CSc2nnc(-c3ccncc3)n2C2CC2)cc1	-3	-7	-8	2	1	-0.4	4	15	i	-1
Cc1cc(O)ccc1C1(c2ccc(O)cc2C)OC(=O)c2ccccc21	0	-1	-22	-2	-10	1.5	-5	-13	i	-3
Cc1cc(C)nc(NC(=O)Cc2ccc(Cl)cc2)c1	-12	1	-16	-2	-2	-0.1	-5	12	i	-2
CC1=CC(C)(C)N(C(=O)CN2C(=O)c3ccccc3C2=O)c2ccc(C)cc21	-5	10	-10	-5	-6	1.5	-11	5	i	5
Cc1ccc(S(=O)(=O)N2CCN(Cc3ccccc3C(F)(F)F)CC2)cc1	4	-4	0	-5	4	0.2	0	-4	i	1
COc1ccc(OCC#CCN2CC(C)OC(C)C2)cc1 (stereo not drawn)	0	0	-10	1	2	-1.5	1	7	i	1
O=C(Nc1ccon1)c1cc2c(s1)CCCCCC2	10	-1	3	-1	0	0.8	-5	28	i	-1
O=C(C1=C[C@@H](C2CCCCC2)C[C@@H](OCc2ccc(CO)cc2)O1)N1CCN(Cc2ccccc2)CC1	-4	-9	0	0	2	1.1	-6	12	i	0
Cc1ccc(NC(=O)c2ccccc2-c2cc(C)no2)cc1	0	-7	-8	-2	1	-1.2	7	6	i	-3
C=CCOC(=O)C1=C(C)OC(N)=C(C#N)C1c1ccco1 (stereo not drawn)	-2	10	-5	-5	-10	1.3	6	7	i	-2
O=C(COc1ccccc1)Nc1nnc(-c2ccc(Cl)s2)o1	5	-11	-2	-1	4	-1.5	-2	0	i	1
COc1ccc(/C=C2/CCOC2=O)cc1	4	-1	-7	-13	4	-1.4	-2	-4	i	2
O=C(Cn1nc(C(=O)O)c2ccccc2c1=O)Nc1ccc(Br)cc1	-4	2	2	19	-1	-0.4	0	12	i	0
COc1ccc(-n2nnnc2SCC(=O)NCc2ccco2)cc1OC	-1	2	7	5	0	-1.4	-4	5	i	1
Cc1cc(NC(=O)CSc2nccn2-c2ccc(F)cc2)no1	5	-2	0	-2	-1	-3.0	-1	30	i	-4
Cc1cccn2c(=O)c(C=O)c(N3CCC4(CC3)OCCO4)nc12	2	7	-2	-11	-6	0.0	-6	17	i	-1
COc1ccc(C(=O)/C=C/Nc2c(C)n(C)n(-c3ccccc3)c2=O)c(OC)c1	-3	-16	-3	-13	1	0.4	4	-10	i	2
O=C(c1cccnc1)N(c1cc2sc(=O)oc2c2ccccc12)S(=O)(=O)c1ccccc1	0	4	-5	10	-12	0.5	5	9	i	1
CC(C)Cn1c(SCC(=O)N(C)C2CCS(=O)(=O)C2)nc2cc(Cl)ccc2c1=O (stereo not drawn)	0	4	-4	3	0	-2.3	-7	1	i	0
O=S(=O)(N1CCOCC1)N1CCN(c2ccc(F)cc2)CC1	7	4	-7	6	2	-1.2	1	1	i	-2

Continued, starting with the last two of the part before.
SMILES	MT1-MMP act inh	NRP1-CendR mod	Scp1 inh	SUMO1 PPI mod	DNMT1 inh	LMPTP inh	NadD inh	SKN-1 block	Rpn11 block	STEP inh
CC(C)Cn1c(SCC(=O)N(C)C2CCS(=O)(=O)C2)nc2cc(Cl)ccc2c1=O (stereo not drawn)	0	4	-4	3	0	-2.3	-7	1	i	0
O=S(=O)(N1CCOCC1)N1CCN(c2ccc(F)cc2)CC1	7	4	-7	6	2	-1.2	1	1	i	-2
CNCCCOc1cccc(Oc2ccccc2)c1	-1	4	-4	1	1	-0.7	-9	-5	i	1
CC(NC(=S)Nc1ccccc1C(F)(F)F)C1CC2CCC1C2 (stereo not drawn)	-5	-2	-8	1	0	0.4	-10	-4	i	4
CC(C)c1cccc(C(C)C)c1NC(=O)c1ccccc1	-1	1	-12	1	2	-1.3	-2	1	i	-1
CC1([N+](=O)[O-])COC(c2cccc3ccccc23)OC1 (stereo not drawn)	-2	-14	0	0	-2	-0.6	-2	23	i	1
O=C1NCCN(C(=O)CCc2nnc(-c3ccsc3)o2)C1c1ccc(F)cc1 (stereo not drawn)	1	-2	10	-1	0	-1.9	2	-2	i	-2
COc1cccc(C(NC(C)=O)c2nc(-c3cccc(C#N)c3)cs2)c1 (stereo not drawn)	2	1	/	-4	-2	0.8	-5	2	i	-2
CCOc1ccc2[nH]c(=O)c(CN(CCO)C(=O)c3ccc(OC)c(OC)c3)cc2c1	3	-5	-3	3	0	-1.2	0	2	i	1
O=C(Nc1nc(-c2ccc(Cl)cc2)cs1)C1CCCO1 (stereo not drawn)	3	-3	-6	-1	-2	1.6	-4	6	i	-1
COc1ccc(CCNCC(=O)Nc2ccccc2C(F)(F)F)cc1	-1	-3	-3	-3	0	-0.7	-5	-11	i	1
COc1ccc(N2CCN(C(CNC(=O)C(=O)NCc3ccncc3)c3ccco3)CC2)cc1 (stereo not drawn)	3	1	4	4	3	-2.4	-5	3	i	0
Cc1ccccc1CSCC(=O)NC(=O)NCc1ccco1	-2	-10	56*	6	76*	12	1	4	i	7
CC(C)CC(=O)NC(NC(=O)CC(C)C)c1cccc([N+](=O)[O-])c1	2	-10	-5	-5	7	0.0	-3	-6	i	0
COc1ccc(-c2c(C(C)=O)c(C)nc3sc4c(=O)[nH]nnc4c23)cc1	-2	-6	6	3	5	-3.2	2	-13	i	-1
Cc1ccc(CN2[C@@H]3c4ccccc4C[C@@H]3OCCS2(=O)=O)cc1	3	-1	0	2	1	0.6	-5	8	i	-1
COc1cc(OC)cc(-c2noc([C@@H]3O[C@H](CO)[C@H](O)[C@H](O)[C@H]3O)n2)c1	-1	14	/	4	1	-1.0	3	-10	i	-1

Structures listed above shown as hits in NRP1-CendR mod:
| canonical_smiles | MT1-MMP act inh | NRP1-CendR mod | Scp1 inh | SUMO1 PPI mod | DNMT1 inh | LMPTP inh | NadD inh | SKN-1 block | Rpn11 block |
| --- | --- | --- | --- | --- | --- | --- | --- | --- | --- |
| O=C(c1ncn(Cc2ccccc2)c1C(=O)N1CCc2ccccc2C1)N1CCc2ccccc2C1 | -4 | 30* | 4 | 13 | -8 | -1.5 | 7 | -11 | i |
